M18AAP inhibitor: blocks P. falciparum M18 aspartyl aminopeptidase; recombinant PfM18AAP, H-Glu-NHMec fluorogenic cleavage; actives 1.2% (n = 290,000); inhibition, % at 7.35 µM;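 active = inhibition above the campaign mean inhibition over all tested compounds plus 3 SD, cut at about 28% in these data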;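 note: 0% = plate median of test compound wells and 100% = 2 mM ZnCl2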
OXTR agonist: agonists of human oxytocin receptor; P30559; CHO-OTR cells, Fluo-8 calcium fluorescence; normalized: DMSO 0%, oxytocin 100%; activation, % at 3 µM; actives 0.32% (n = 320,000); AID 2435;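 active = activation above the mean of all tested compounds plus 3 SD, cutoff set per screening run, cut at about 20% in these data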;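 note: peak over basal fluorescence ratio from a 100 s FLIPR kinetic read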
Target sequence (P30559 whole entry, looked up): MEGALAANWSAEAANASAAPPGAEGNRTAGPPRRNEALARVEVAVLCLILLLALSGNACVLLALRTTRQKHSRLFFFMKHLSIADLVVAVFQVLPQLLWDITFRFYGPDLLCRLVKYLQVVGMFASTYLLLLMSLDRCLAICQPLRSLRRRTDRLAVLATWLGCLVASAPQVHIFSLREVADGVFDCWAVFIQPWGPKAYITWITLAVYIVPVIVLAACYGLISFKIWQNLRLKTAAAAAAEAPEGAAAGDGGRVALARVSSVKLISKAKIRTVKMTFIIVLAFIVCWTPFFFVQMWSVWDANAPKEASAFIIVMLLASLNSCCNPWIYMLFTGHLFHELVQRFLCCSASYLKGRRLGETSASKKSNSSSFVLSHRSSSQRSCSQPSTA
V1aR counter: counter-screen for oxytocin receptor agonists: human V1a receptor agonists. CHO-V1R cells, Fluo-8 calcium fluorescence, agonist mode; 0% DMSO, 100% 3 nM vasopressin. activation, % at 3 µM. actives 0.25% (n = 320,000);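 active = activation above the mean activation of all tested compounds plus 3 SD, per screening run, cut at about 20% in these data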;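 note: signal is peak over basal fluorescence ratio across a 100 second FLIPR read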
Target sequence (P37288 whole entry, looked up): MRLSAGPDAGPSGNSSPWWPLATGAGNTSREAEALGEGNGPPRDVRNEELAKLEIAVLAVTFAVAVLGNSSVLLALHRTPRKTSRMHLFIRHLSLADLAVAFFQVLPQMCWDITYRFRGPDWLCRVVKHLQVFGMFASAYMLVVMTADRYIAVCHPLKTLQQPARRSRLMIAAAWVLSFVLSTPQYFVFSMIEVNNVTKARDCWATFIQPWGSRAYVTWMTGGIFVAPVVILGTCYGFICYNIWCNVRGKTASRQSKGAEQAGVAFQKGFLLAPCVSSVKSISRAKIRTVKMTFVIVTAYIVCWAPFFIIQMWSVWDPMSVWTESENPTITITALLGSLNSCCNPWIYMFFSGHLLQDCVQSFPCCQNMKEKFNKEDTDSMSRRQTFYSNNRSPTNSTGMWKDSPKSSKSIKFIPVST
GPR7 antagonist: human neuropeptides B/W receptor 1 antagonism | P48145 | GPR7-expressing cells, fluorescence antagonist assay | inhibition, % at 4.4 µM | actives 1.1% (n = 290,000) | AID 1861; in the data active = inhibition above about 16%, passing the limit was not always enough;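 note: cells stimulated with the agonist NPW; 0% = agonist with vehicle and 100% = vehicle without agonist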
GalR3 antag: human GalR3 antagonism. O60755. HEK293 GalR3-CNG cAMP membrane potential fluorescence; galR3 body fused to GalR1 C-terminus. inhibition, % at 3 µM. actives 0.44% (n = 360,000). AID 651719;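 active = inhibition above the screen-wide average plus 3 SD, cut at about 13% in these data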;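 note: forskolin and galanin both at EC90 stimulate the cells; cAMP rise reported by CNG channel membrane potential dye signal; 0% = forskolin plus galanin with DMSO and 100% = forskolin alone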
OXTR potentiator: potentiators of human oxytocin receptor; actives 0.061% (n = 320,000); activation, % at 3 µM; AID 2445; P30559; CHO-OTR cells, Fluo-8 calcium fluorescence, potentiator mode; 0% = oxytocin EC15, 100% = EC100;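 active = activation above that plate's cutoff, the mean activation of tested compounds plus 3 SD, cut at about 6.6% in these data, passing the limit was not always enough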;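 note: 100% uses oxytocin at 75 nM as the full agonist control; some results filed as inactive read as strong as hits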
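Assay system: CHO cell line stably expressing human OTR | Also added: Oxytocin at about EC15, sub-maximal agonist stimulus | Times: Compound 6 min at room temperature before oxytocin, 100 s read | Measured by: Fluo-8 intracellular calcium fluorescence, ex 470-495, em 515-575 nm | Controls: EC15 oxytocin alone as 0%, 75 nM oxytocin as 100%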
MEKK2mut PB1 HTS: signal of MEK5 binding to mutant human MEKK2 PB1 domain | percent response, % at 10 µM | AID 1530 | actives 0.35% (n = 290,000) | bead flow cytometry, Alexa488-MEK5 binding to MEKK2 mutant; in the data active = percent response above about 24%, passing the limit was not always enough; note: inactives centre near 1; some results filed as inactive read as strong as hits
NALP1 inh: blocks the NALP1 inflammasome reconstituted in yeast. S. cerevisiae NALP1/ASC/caspase-1 growth, X-gal OD620, 72 h. inhibition, % at 10 µM. actives 0.61% (n = 280,000). AID 2071; in the data active = inhibition mostly above about 24%, no sharp cut-off; inactive = mostly below about 32%; note: some compounds called inactive have numbers as strong as hits
MEKK2 WT-MEK5: raises or lowers MEK5 binding to wildtype human MEKK2 PB1 domain; bead flow cytometry, Alexa488-MEK5 binding to MEKK2 WT; actives lie on both sides; binding response (% of control), % at 10 µM; actives 1.1% (n = 290,000); in the data active = binding response below about 67% or above about 130%
* = called active by the depositor; · = no result given.

smiles,M18AAP inhibitor,OXTR agonist,V1aR counter,GPR7 antagonist,GalR3 antag,OXTR potentiator,MEKK2mut PB1 HTS,NALP1 inh,MEKK2 WT-MEK5
CCn1cc(/C=C(\NC(=O)c2ccccc2OC)C(=O)NCCCN2CCOCC2)c2ccccc21,1,-1.1,-0.2,-12,-7,-8,12,16,103
c1n[nH]c(SCCCCSc2ncn[nH]2)n1,-6,-0.1,1.4,-5,1,0,-1,6,94
CN(Cc1nc(-c2ccncc2)no1)S(=O)(=O)c1ccccc1,-7,0.7,2.1,-12,2,-13,7,0,105
CC(C(=O)N1CCOCC1)N1C(=O)c2cccc3cccc(c23)C1=O (stereo not drawn),-14,-0.2,1.1,5,3,-8,2,9,101
C=CCNC(=O)/C=C/c1cccs1,-14,-0.3,0.4,-4,-4,-2,-1,-6,112
CCC/C(O)=C1\C(=O)CC(C)(C)CC1=Nc1ccccc1O,-3,-2.1,0.1,-6,-9,0,-7,-10,90
CCCCCNC(=O)C(C)NS(=O)(=O)c1ccc(OC)cc1 (stereo not drawn),2,-1.7,0.1,-1,-3,-9,-5,12,95
Cc1ccc2cc(C#N)c(N3CCN(C)CC3)nc2c1,-3,1.1,0.2,-8,-3,-2,3,2,110
COc1cccc(C2C(C#N)=C(N)N(N(C)C)C3=C2C(=O)CCC3)c1OC (stereo not drawn),-5,0.4,1.0,-4,-9,-6,2,30,110
COc1ccc(/C=C\C(=O)Oc2cccc(/C=N/NC(=O)Cc3ccc(OC)c(OC)c3)c2)cc1,0,1.4,3.1,2,-10,-8,11,28,103
COc1ccc(-c2noc(CSc3ccccc3)n2)cc1OC,4,-0.9,-0.5,-3,1,-4,5,-21,124
COCCCC1CCN(C(=O)C2CCC(=O)N(CC3CCCCC3)C2)CC1 (stereo not drawn),-1,·,·,-4,-2,·,5,7,109

(next part)
smiles,M18AAP inhibitor,OXTR agonist,V1aR counter,GPR7 antagonist,GalR3 antag,OXTR potentiator,MEKK2mut PB1 HTS,NALP1 inh,MEKK2 WT-MEK5
O=S(=O)(c1cccc2nonc12)N1CCN(c2cccc(Cl)c2)CC1,2,-0.4,-0.6,-13,0,-18,7,5,101
COc1ccccc1N1CCN(C2CCCN(C(=O)CCn3cncn3)C2)CC1 (stereo not drawn),2,0.0,0.6,-19,3,2,-4,15,95
CCOC(=O)C1=C(C)N(CC(C)C)C(=O)/C1=C\c1ccc(OCC(=O)Nc2ccccc2)cc1,1,-0.6,0.3,-9,-1,-9,0,3,103
COc1cccc(CC(=O)OC(C)C(=O)Nc2ccc(Cl)cn2)c1 (stereo not drawn),·,-2.3,-0.8,·,-3,-10,·,·,·
N#Cc1ccccc1OCC(=O)NCc1ccccc1CN1CCCC1,·,0.9,0.6,·,-6,0,·,·,·
Cc1cc(=O)[nH]c(-n2nc(C)c(Oc3ccccc3O)c2C)n1,1,-0.7,0.5,1,4,-9,-3,3,101
COC(=O)c1ccccc1S(=O)(=O)NCc1nc2nc(C)cc(C)n2n1,2,0.8,-0.1,-4,·,-3,6,-4,107
O=C1C(Cl)=C(N2CCCC2)C(=O)N1c1ccc(F)cc1,13,-1.9,0.6,-6,0,-2,3,7,106
CN(Cc1nc(-c2ccc(Cl)cc2)no1)C(=O)CCN1C(=O)[C@H]2CC=CC[C@H]2C1=O,-4,4.4,4.7,3,5,-5,-6,10,98
Cc1ccc(C2CC(=O)c3cnc(N4CCN(c5ccccc5)CC4)nc3C2)cc1 (stereo not drawn),-3,0.1,-1.3,9,1,-3,-5,8,94
Cc1ccc(SCc2[nH]nc3c2C(c2cccnc2)C(C#N)=C(N)O3)cc1 (stereo not drawn),1,0.8,1.5,-5,-1,-10,6,16,106
O=C1CN=CN=CN1c1ccc(Cl)cc1Cl,40*,-0.2,0.1,-3,-4,-3,33,15,113

Carrying on.
smiles,M18AAP inhibitor,OXTR agonist,V1aR counter,GPR7 antagonist,GalR3 antag,OXTR potentiator,MEKK2mut PB1 HTS,NALP1 inh,MEKK2 WT-MEK5
CCc1cccc2c(C(=O)COC(=O)c3cnc(C)cn3)c[nH]c12,·,2.8,0.3,·,-4,-6,·,·,·
C[C@H](NC(=O)[C@H]1N2C(=O)c3ccccc3C2SC1(C)C)C(=O)NCC1CCCO1 (stereo partly drawn),-3,-0.8,0.6,-5,3,-2,2,10,102
COc1ccc(NC(=O)c2ccc(S(=O)(=O)N3CCCC3)cc2)cc1OC,·,0.4,0.5,·,1,-3,·,·,·
COC(=O)Nc1ccc(S(=O)(=O)N2CCN(C)CC2)cc1,-2,2.7,2.4,6,4,2,3,20,103
CS(=O)(=O)c1ccc(-c2sc3ccccc3c2C(=O)N2CCN(c3ccc(F)cc3)CC2)cc1,·,1.8,2.0,·,-5,-5,·,·,·
O=C1N(Cc2cccnc2)C[C@@H]2C[C@@H](c3cccc(C(F)(F)F)c3)N3CCC[C@@]123,6,-0.4,0.1,-13,-8,-3,6,5,102
CCOc1ccc(NC(=O)Nc2ccc(Br)cn2)cc1,5,4.1,2.0,-11,-7,-9,4,-6,104
Cc1c(Cl)c([N+](=O)[O-])nn1CC(=O)N1CCCc2ccccc21,-1,-0.5,-0.8,-9,-6,-4,2,26,98
Nc1c(C(=O)NCc2ccco2)sc2nc(N3CCOCC3)c3c(c12)CCCC3,28,-2.2,-1.8,-16,-2,-5,5,26,110
CCOc1ccc(CCNC(=O)CCCN2C(=O)c3ccccc3C2=O)cc1OCC,-4,-1.0,-0.7,-8,-5,-3,0,1,97
CCN(CC)S(=O)(=O)c1cccc(NC(=O)CSc2nc3ccccc3[nH]2)c1,1,8.1,11,-9,-9,-19,-5,-9,102
Cc1ccc(S(=O)(=O)N/N=C\c2cn(CC(N)=O)c3ccccc23)cc1,6,0.1,-0.3,-9,-3,6,3,13,103

Following part.
smiles,M18AAP inhibitor,OXTR agonist,V1aR counter,GPR7 antagonist,GalR3 antag,OXTR potentiator,MEKK2mut PB1 HTS,NALP1 inh,MEKK2 WT-MEK5
COc1ccc(-c2cc(C(=O)N3CCCCC3)c3ccccc3n2)cc1,·,-3.1,-1.1,·,-2,1,·,·,·
CN(C)/N=C/C=C1\CC/C(=C\c2ccc(F)c(F)c2)C1=O,·,3.2,1.9,·,3,-1,·,·,·
Cn1ccs/c1=N\S(=O)(=O)c1ccc(C(C)(C)C)cc1,9,1.8,0.8,-2,-6,-16,9,8,108
COc1ccc(NC(=O)Nc2ccc3c(c2)C(=O)N([C@H](C)CO)C[C@H](C)[C@@H](CN(C)C(=O)NC(C)C)O3)cc1,·,0.1,0.3,·,-4,2,·,·,·
O=C(c1cc(COc2c(F)cccc2F)on1)N1CCc2ccccc2C1,-1,-1.7,-0.8,-3,2,-8,-6,10,97
Cc1onc(-c2ccccc2Cl)c1C(=O)NCCCN1CCOCC1,-8,0.3,0.9,-9,1,-5,9,-2,107
CS(=O)(=O)Cc1ccc(C(=O)NCC2(N3CCCCC3)CCCCC2)cc1,15,0.3,0.5,1,-3,0,7,3,103
CC(=O)NC(Cc1ccc(F)cc1)C(=O)NC1CCN(C(=O)NCc2ccccc2)CC1 (stereo not drawn),7,0.6,0.8,-2,-7,-12,6,-14,103
O=C(/C=C/c1ccco1)Oc1cc(Br)cc(/C=N/NC(=O)c2ccccc2O)c1,16,7.6,7.1,7,-3,-8,-3,25,96
Fc1ccc(Cn2nnnc2CN2CCN(C3CCCCC3)CC2)cc1,-4,0.6,1.2,14,-12,-5,2,28,99
O=C(CCNC(=O)c1ccco1)Nc1ccc(Cl)cc1F,1,0.7,0.1,-9,-7,3,-1,-2,97
Cc1ccc(CN2CCNC(=O)C2CC(=O)N(C)C2CCCCC2)cc1 (stereo not drawn),7,0.0,0.1,-17,-2,-1,5,2,106

(further entries)
smiles,M18AAP inhibitor,OXTR agonist,V1aR counter,GPR7 antagonist,GalR3 antag,OXTR potentiator,MEKK2mut PB1 HTS,NALP1 inh,MEKK2 WT-MEK5
Cc1ccc(SCCNC(=S)Nc2cc(C)cc(C)c2)cc1,-8,-1.9,-0.2,-16,-1,-17,11,15,113
COc1ccc(O[C@@H]2O[C@H](COC(C)=O)[C@@H](OC(C)=O)[C@H](OC(C)=O)[C@H]2NC(C)=O)cc1,-5,0.0,-0.1,-3,-2,-7,-1,14,98
C=C/C(C)=C/CC1C(=C)CCC2C(C)(C(=O)O)CCCC12C (stereo not drawn),·,0.4,-0.2,·,0,-3,7,4,113
Cc1ccc(C(=O)c2coc3ccc(O)c(CN4CCN(C)CC4)c23)cc1,3,7.7,4.8,-1,-2,-5,6,8,119
NS(=O)(=O)c1ccc(NC(=S)Nc2ccc(C(=O)N3CCCCC3)cc2)cc1,3,0.8,0.4,-7,1,-12,8,-4,101
O=C(Oc1cccnc1)c1ccc(Cl)c(Cl)c1,3,1.8,4.4,-10,-8,-12,·,7,·
O=C1OCc2ccc(NC(=O)c3ccccc3C(=O)O)cc21,-6,0.3,0.6,-9,0,-5,-1,24,103
O=C(CSc1ccc(-c2ccccn2)nn1)N1CCCCC1,-9,1.1,0.6,-4,-5,-1,-1,-14,99
CCn1c(CNC(=O)c2cccs2)n[nH]c1=S,27,-1.2,0.1,-12,-3,-9,5,8,106
O=C(N/N=C/c1ccc(Br)o1)c1cncc(Br)c1,9,-0.2,-1.0,-5,1,3,2,29,98
COc1ccc(CN(C(=O)c2ccco2)c2ccc(Br)cc2)cc1OC,13,-2.7,-0.4,-14,3,-20,0,-3,100
Cc1ccc(NC(=O)C(C)N2CCCC2)cc1Cl (stereo not drawn),1,1.3,2.1,-22,-4,-4,-6,5,86
COc1cc(C(=O)N2CCc3ccccc32)cc(OC)c1OC,-1,-0.1,0.3,-8,-9,2,7,-4,107
CC1CC(C)(C)CC2(C1)NC(=O)N(CC(=O)Nc1nccs1)C2=O (stereo not drawn),·,-0.1,-0.9,·,-4,-1,·,·,·
Clc1ccc(Cl)c(OCCN2CCOCC2)c1,6,0.0,-0.3,-18,-3,-6,-3,30,98

Screening data: PubChem BioAssay, several laboratories
